Screening results as filed in PubChem.
FXIIa mix inh = blocks human factor XIIa in pooled compound mixtures; inhibition, % at 5 µM; hit rate 0.2% among 62,000; purified FXIIa, fluorogenic substrate;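 note: 0% = enzyme without compound and 100% = no enzyme blank; some results filed as inactive read as strong as hits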
CatG inh = cathepsin G (human) inhibition | inhibition, % at 5 µM (by protocol) | purified enzyme, AMC-tetrapeptide fluorescence, pooled mixtures | P08311 | AID 581 | hit rate 0.2% among 62,000;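 active = inhibition above 20% in each of the two mixture wells holding the compound; inactive = inhibition of 20% or less in either well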;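 note: 0% = enzyme control without mixture and 100% = blank lacking enzyme; strong numbers were not always called active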
CatS block = inhibitors of human cathepsin S | P25774 | recombinant cathepsin S, AMC dipeptide fluorescence, pooled mixtures | hit rate 0.06% among 62,000 | inhibition, %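 (tested at 5 µM per compound within 10-compound mixtures)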; in the data active = inhibition above about 32%, passing the limit was not always enough;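 note: 0% = enzyme without compound and 100% = blank without enzyme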
Target sequence (P25774 115-331 limits assumed): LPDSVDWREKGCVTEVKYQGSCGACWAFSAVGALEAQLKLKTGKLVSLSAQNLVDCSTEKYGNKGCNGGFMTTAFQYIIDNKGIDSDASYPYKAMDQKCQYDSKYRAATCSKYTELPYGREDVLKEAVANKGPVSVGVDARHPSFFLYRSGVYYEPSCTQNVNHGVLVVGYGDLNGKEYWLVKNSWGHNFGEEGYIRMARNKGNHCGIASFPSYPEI
A340 absorber = compounds absorbing at 340 nm; compound absorbance at 340 nm, fold over control; fold change at 10 µM; 65,000 tested, under 10 active;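 active = at 10 µM dose, initial 340 nm absorbance at least 2 fold that of control wells; inactive = change under 2 fold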;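 note: initial absorbance extrapolated from kinetic A340 decline of NADH oxidation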
C1s block = human complement C1s inhibition; P09871; purified C1s, fluorogenic AMC substrate, pooled mixtures; mean inhibition % of two 10-compound mixtures (active compounds read high), % at 5 µM (by protocol); hit rate 0.16% among 62,000; AID 538;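 active = inhibition above 20% in each of the two 10-compound mixture wells holding the compound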;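 note: 0% = enzyme wells lacking compound mixture and 100% = no-enzyme blank wells; some compounds called inactive have numbers as strong as hits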
Target sequence (P09871 16-437 limits assumed): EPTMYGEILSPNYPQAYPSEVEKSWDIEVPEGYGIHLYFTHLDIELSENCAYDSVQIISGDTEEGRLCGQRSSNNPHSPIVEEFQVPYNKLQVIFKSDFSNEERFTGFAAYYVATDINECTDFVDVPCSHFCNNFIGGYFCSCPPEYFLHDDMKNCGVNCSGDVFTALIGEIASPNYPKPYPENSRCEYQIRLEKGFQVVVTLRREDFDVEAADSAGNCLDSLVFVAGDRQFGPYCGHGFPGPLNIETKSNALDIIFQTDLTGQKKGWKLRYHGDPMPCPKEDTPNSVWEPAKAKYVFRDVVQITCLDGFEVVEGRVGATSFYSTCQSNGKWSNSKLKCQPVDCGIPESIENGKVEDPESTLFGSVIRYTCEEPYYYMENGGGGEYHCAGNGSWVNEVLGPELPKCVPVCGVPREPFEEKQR
Target sequence (P09871 438-688 limits assumed): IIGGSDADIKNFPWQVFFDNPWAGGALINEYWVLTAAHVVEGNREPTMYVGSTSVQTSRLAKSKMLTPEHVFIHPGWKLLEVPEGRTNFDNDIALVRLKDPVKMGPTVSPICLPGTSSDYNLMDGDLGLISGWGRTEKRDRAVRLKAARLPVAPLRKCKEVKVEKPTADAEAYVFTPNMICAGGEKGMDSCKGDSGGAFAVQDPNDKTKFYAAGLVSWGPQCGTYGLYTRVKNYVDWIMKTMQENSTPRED
CatB mixtures = inhibitors of human cathepsin B in compound mixtures | P07858 | Purified cathepsin B, AMC dipeptide fluorescence | inhibition, %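 (ten-compound pools at 5 µM per compound and 50 µM total)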 | AID 488 | hit rate 0.06% among 62,000; in the data active = inhibition above about 22%, passing the limit was not always enough;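 note: 0% = enzyme without compound and 100% = no enzyme blank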
CatB inh = human cathepsin B inhibition; purified cathepsin B, fluorogenic substrate, fluorescence; inhibition, %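 (tested at 10 µM)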; hit rate 0.1% among 63,000; AID 453; in the data active = inhibition above about 21%;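 note: 0% = enzyme with no compound and 100% = no enzyme blank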
CatL block = blocks human cathepsin L protease activity; P07711; purified cathepsin L, fluorogenic substrate, fluorescence; inhibition, %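 (tested at 10 µM)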; hit rate 0.17% among 58,000; AID 460; in the data active = inhibition above about 45%;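 note: 0% = enzyme with no compound and 100% = no enzyme blank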
FXIa inh mix = inhibitors of human coagulation factor XIa, pooled mixtures | P03951 | purified FXIa, fluorogenic substrate | inhibition, % at 5 µM | hit rate 0.19% among 62,000;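 note: each value is inhibition by a whole ten-compound pool holding the compound; 0% = enzyme with no mixture and 100% = wells lacking enzyme; strong numbers were not always called active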
An asterisk follows results filed as active; x = not tested or not shown. Cut-off read from the data, not from the text of the source, unless noted: active = inhibition above about 20% (passing the limit was not always enough); inactive = the rest. An excerpt. The share of hits here may be higher or lower than overall.

The line under a structure holds: CatL block	CatB inh	FXIa inh mix	CatS block	A340 absorber	FXIIa mix inh	CatB mixtures	CatG inh	C1s block
> CCC(C)(C)n1c(=O)[nH]c2c(c1=O)CCC2
 : 1	-6	3	-3	1	2	6	-3	-7
> COc1cc(C2CC(=O)c3c([nH]c(C(=O)OCCOC(C)C)c3C)C2)cc(OC)c1OC (stereo not given)
 : 25	3	2	-12	1	6	-3	9	7
> Cc1cc2n(n1)C(c1ccccc1Cl)Nc1ccccc1-2 (stereo not given)
 : 5	1	-3	-2	1	3	-1	6	-4
> O=C(OCc1cc(Cl)ccc1OC(F)F)c1cc(S(=O)(=O)O)ccc1O
 : 19	5	3	5	1	-6	-1	10	14
> CC(C)Cn1c(SCc2nnc(-c3cccs3)o2)nc(O)cc1=O
 : 7	-3	8	10	1	14	5	-1	-10
> CCOc1ccc(NC(=O)c2oc3ccccc3c2NC(=O)C2CC2)cc1
 : 1	9	3	-5	1.1	-7	-1	-1	3
> CN1CCN(c2cc3c(c4c2[nH]c2ccccc24)C(=O)CC(C)(C)C3)CC1
 : 1	0	16	9	1.1	2	3	9	2
> Cc1cc(C(=O)CC#N)c(C)n1-c1ccc(OC(F)F)cc1
 : 2	3	3	-6	1	10	2	-12	-12
> COCC(=O)NC(C)c1nc2ccccc2[nH]1 (stereo not given)
 : 8	3	4	10	1.1	0	0	1	-35
> CCOC(=O)C1CCCN(C(=O)c2ccc(CS(=O)(=O)c3ccc(C)cc3)o2)C1 (stereo not given)
 : x	7	-23	-3	1	4	0	-12	-55
> COc1ccc(CNC(=O)c2ccc(CN3CCOCC3)cc2)cc1
 : 2	-4	0	-3	0.96	-16	5	-2	-18
> CNC(=O)C1CC(=O)N(c2ccc(F)c(Cl)c2)C1 (stereo not given)
 : 28	2	1	6	0.98	8	2	8	5
> O=C(c1cc(-c2ccccn2)nc2c(Cl)cccc12)N1CCN(C(=O)C2CCCO2)CC1 (stereo not given)
 : 2	1	-4	5	1.1	6	-6	8	-16
> COc1ccc(-n2nc(C(=O)Nc3ccc4c(c3)OCO4)c3ccccc3c2=O)cc1
 : 9	6	4	3	1	1	2	5	4
> Nc1nonc1C(=O)OCC(=O)N1CCCCC1
 : 7	11	4	9	1	6	5	11	15
> O=C(Nc1ccc2c(c1)OCCO2)C1CCN(c2cnccn2)CC1
 : -4	4	0	11	1	2	3	10	-32
> Cc1ccc2cccc(S(=O)(=O)NC3CCS(=O)(=O)C3)c2n1 (stereo not given)
 : -2	2	4	-7	1	2	18	11	19
> Cc1ccc(S(=O)(=O)NCCCN2CCOCC2)cc1C
 : 10	0	-4	7	1	3	-8	1	-9
> O=c1c2ccccc2nc(SCc2nnc(-c3ccccc3Br)o2)n1-c1ccccc1
 : 0	15	-2	x	0.99	1	45	-1	-12
> CN1C2CCC1CC(OC(=O)c1c[nH]c3ccccc13)C2 (stereo not given)
 : 10	3	-2	7	0.97	-1	-3	-11	-19
> COc1ccc(CC(=O)Nc2ccc(N3CCN(c4ccc(OC)cc4)CC3)c(C#N)c2)cc1
 : 5	0	2	9	0.99	5	-2	9	11
> O=CNCCCc1nc2ccccc2n1Cc1ccccc1
 : 3	1	-15	-25	1	-23	0	0	-22
> CCOC(=O)C1=C(C(C)=O)C(c2cccnc2)C(C#N)=C(N)O1 (stereo not given)
 : -2	-1	12	-3	1	11	3	7	-2
> O=C(Oc1ccc(-c2ccccc2)cc1)N1CCCCC1
 : 5	-1	7	1	1	-1	7	0	-22
> COc1ccc(C(c2nnnn2Cc2cccs2)N2CCN(c3ccccc3)CC2)cc1OC (stereo not given)
 : x	-1	6	-6	0.99	6	1	-7	-6
> CC(NC(=O)Cn1cnc2c1c(=O)n(C)c(=O)n2C)c1ccccc1 (stereo not given)
 : x	4	5	-9	1	31	-1	6	6
> CCOC(=O)C1=C2N(C)c3ccccc3N2CCC1=O
 : 9	0	1	10	1.1	2	-2	3	-1
> CCOc1cc(C#N)c(NC(=O)c2ccnn2C)cc1OCC
 : x	0	2	-14	1.1	-13	3	10	5
> O=C(Nc1ccc2c(c1)OCO2)c1cncc(Br)c1
 : 1	-3	3	-8	1	5	2	8	-39
> COc1ccccc1C1CC(c2ccc(C)cc2)Nc2ncnn21 (stereo not given)
 : 2	6	11	4	1	11	5	-2	-6

(more compounds)
The line under a structure holds: CatL block	CatB inh	FXIa inh mix	CatS block	A340 absorber	FXIIa mix inh	CatB mixtures	CatG inh	C1s block
> CCOc1ccc(Cl)cc1S(=O)(=O)N1CCCC1
 : -6	1	8	9	1	-5	-2	1	-2
> CC(C)COC(=O)Nc1ccccc1C(=O)N1CCOCC1
 : -3	0	8	12	1	11	-1	6	2
> COC(=O)Nc1ccc(S(=O)(=O)N2CCCCCC2)cc1
 : 13	0	-2	-2	0.99	11	3	8	16
> C=CCN1C(=O)/C(=C2/Sc3ccccc3N2CCCS(=O)(=O)O)SC1=S
 : 7	2	2	-4	1	5	0	6	-18
> COC(=O)CSc1n[nH]c(-c2ccncc2)n1
 : -4	6	5	8	1	2	20	-1	-15
> CCOC(=O)CNc1c(-c2ccc(Cl)cc2)nc2cnccn12
 : -159	-9	-32	0	1.1	-1	2	-9	-102
> O=C(CCn1cccc1)NC1CCCc2ccccc21 (stereo not given)
 : -2	0	5	-1	0.99	-1	4	11	19
> CCOc1cc(C)c(S(=O)(=O)N2CCCC2)cc1C
 : -3	1	0	-8	1	1	0	-17	-9
> Cc1cccc(CNC(=O)c2ccccc2N)c1
 : -30	-1	-5	-6	1.1	11	-1	3	-37
> CCOC(=O)N1CCN(c2ccc(Cl)c(Cl)c2)CC1
 : 17	1	-7	0	1.1	11	0	-5	-37
> Cc1cc(OCc2nnc(SCC(=O)OC3CCCCC3)o2)ccc1Cl
 : 4	3	-29	-26	1	-17	-8	-16	-73
> O=C(Nc1ccccc1)N1CC=C(c2ccc(F)cc2)CC1
 : -2	1	3	-5	1	3	1	-5	0
> COc1ccc(N2CCN(C(c3nnnn3CCc3ccccc3)C(C)C)CC2)cc1 (stereo not given)
 : -7	3	-7	-2	0.97	-16	5	9	-29
> CCOC(=O)N1CCC(NC(=O)c2ccc3c(c2)ncn3C2CCCC2)CC1
 : -1	-3	-3	1	1	-1	0	-3	-6
> COc1ccc(/C(O)=C2/C(=O)C(=O)N(CCN(C)C)C2c2ccccc2)cc1Cl (stereo not given)
 : -10	8	1	8	1.1	13	-6	16	4
> O=C(Cn1ncc2ccccc21)N1CCc2ccccc21
 : x	-2	10	-3	1	15	5	11	14
> COc1ccccc1N1CCN(C(=O)c2ccc(NC(C)=O)cc2)CC1
 : 30	0	0	15	1	15	4	13	16
> O=C(CN1CCCN(S(=O)(=O)c2ccc(F)cc2)CC1)Nc1ccccc1Br
 : 13	4	0	5	0.97	6	4	-1	4
> COc1ccc(OCc2nn3c(-c4ccccn4)nnc3s2)cc1
 : -4	0	4	-2	1	-20	2	10	14
> CC1CCCN(C(=O)CSCC(=O)Nc2nc(-c3cccs3)cs2)C1 (stereo not given)
 : x	0	1	3	1	5	-2	8	7
> O=C(NC1=NCCS1)C1CC2CCC1C2 (stereo not given)
 : x	0	6	12	1	-22	2	21	-2
> Fc1ccc(-c2nn3c(C4COc5ccccc5O4)nnc3s2)cc1 (stereo not given)
 : 8	2	8	-2	0.99	4	2	10	10
> NS(=O)(=O)c1ccc(CCNC(=O)CCCC2=NS(=O)(=O)c3ccccc3N2)cc1
 : 4	4	4	12	0.99	4	4	8	6
> O=C(NCc1cccnc1)C1CC(=O)N(c2ccc(F)cc2)C1 (stereo not given)
 : 6	-1	0	2	1	0	-4	3	1
> CCn1c(=O)c2cc(C(=O)N3CCN(C(=O)c4ccco4)CC3)sc2c2ccccc21
 : -8	-2	-1	-4	1.1	-1	1	7	-9
> COc1ccc(NC(=O)CCc2nc(-c3ccc(C)cc3)no2)cc1Cl
 : -2	-1	3	-3	1	12	2	3	-43
> Cc1nccn1CC(=O)O
 : 16	3	2	3	1	5	4	11	18
> CC(C)(C)N(Cc1cc2ccccc2[nH]c1=O)C(=O)C1CCCCC1
 : -1	2	-3	8	1	12	-2	-4	-5
> CCc1c(O)nc(SCC(=O)Nc2ccccc2)n(-c2ccccc2)c1=O
 : -2	0	4	13	1	-7	6	0	-35
> Cc1cc(C)cc(NC(=O)CSc2nnc(CNC(=O)c3cccs3)o2)c1
 : -6	-4	6	-8	1.1	6	6	-3	-36

The listing continues.
The line under a structure holds: CatL block	CatB inh	FXIa inh mix	CatS block	A340 absorber	FXIIa mix inh	CatB mixtures	CatG inh	C1s block
> CCC(=O)Nn1c(C)nnc1C
 : 0	3	2	3	1	-16	4	6	9
> O=S(=O)(c1cccs1)N1CCCc2ccccc21
 : x	3	8	3	1	2	-1	0	-3
> O=C(Nc1cccc(C(F)(F)F)c1)c1cccnc1N1CCN(CCO)CC1
 : -1	1	6	1	1.1	13	2	11	15
> COc1cccc2cc(C(=O)N(C)C3CCN(C)CC3)c(=O)oc12
 : 4	-1	1	-7	1	4	3	10	9
> CCCN1C2=NCCN2c2cc(C)c(C)cc21
 : -5	2	7	-11	1	-16	3	11	21
> Cn1c(=O)oc2cc(S(=O)(=O)NCCC(=O)N3CCc4ccccc43)ccc21
 : x	-1	10	6	1	3	7	0	-28
> Cn1c(SCC(=O)c2ccc3c(c2)OCO3)nnc1C1COc2ccccc2O1 (stereo not given)
 : 2	5	-25	-31	1	-3	-9	-21	-159
> OCCCNCc1cccc2ccccc12
 : 0	3	2	-3	1	1	4	11	9
> CCC1Sc2ccccc2N(CC(=O)NCCC(C)C)C1=O (stereo not given)
 : 4	3	5	16	0.97	0	7	10	15
> CCOC(=O)C1=C(Cn2cnc3ccccc32)NC(=O)NC1c1cc(C)ccc1C (stereo not given)
 : 10	1	3	3	0.98	5	-10	10	0
> CN(C)/C=C1\C=C(c2ccccc2)OC1=O
 : 8	6	4	14	1.2	-17	1	-2	-8
> Cc1ccc(NS(=O)(=O)c2cc(C(=O)N3CCOCC3)ccc2C)cc1C
 : 1	0	7	6	1	3	3	14	21*
> Cc1c(NC(=O)OCCSc2nc(N(C)C)nc(N(C)C)n2)sc(=S)n1C
 : x	1	-14	-2	1.1	0	0	-2	-70
> CC(=O)C1(C)OC(N)=C(C#N)C(c2ccccc2)C1(C#N)C#N (stereo not given)
 : -12	4	3	12	1.1	3	-1	7	-24
> O=C(CSc1ccc2nnc(-c3ccncc3)n2n1)Nc1ccc2c(c1)OCO2
 : 14	2	0	-1	1	-18	1	2	3
> Cc1ccc(SCc2cc(=O)[nH]c(N3CCN(Cc4ccc5c(c4)OCO5)CC3)n2)cc1
 : 3	1	4	-6	1	-15	0	4	-21
> COc1cccc(C2(O)CCN(C(=O)C3CCC3)CC2)c1
 : -5	-8	3	-5	0.97	-4	5	-1	-2
> Cc1cccc(CSC2=NCCN2C(=O)C2CC2)c1
 : 5	3	8	-8	1	14	0	7	-4
> Cc1cccc(-c2c3c(=O)n(C)c(=O)n(C)c3c3c(C)cc(C)nn23)c1
 : 10	6	8	9	1.1	4	0	-1	-1
> O=c1oc2ccccc2c2nccnc12
 : 10	x	17	5	0.99	-18	6	15	30
> COC(=O)N1CC(C)N(C(=O)OC)CC1C (stereo not given)
 : 14	6	4	-4	1	-9	-5	11	9
> Cc1nnc(NC2=NCCC2)o1
 : 11	5	4	-1	1	-2	4	11	13
> O=C(Cn1c(C(=O)NCCCN2CCOCC2)cc2sccc21)c1ccccc1
 : 4	2	-1	-1	1	-18	1	6	-1
> CCC(C)c1ccc(NC(=O)C2CC2)cc1 (stereo not given)
 : 14	1	3	-1	0.98	3	2	11	12

Structures above printed as active in C1s block.
The line under a structure holds: CatL block	CatB inh	FXIa inh mix	CatS block	A340 absorber	FXIIa mix inh	CatB mixtures	CatG inh	C1s block
> Cc1ccc(NS(=O)(=O)c2cc(C(=O)N3CCOCC3)ccc2C)cc1C
 : 1	0	7	6	1	3	3	14	21*
